Bioassay records as filed in PubChem.
mIAP block = blocks mouse intestinal alkaline phosphatase | purified mouse IAP, CDP-Star luminescence, 30 min | inhibition, % at 10 µM | 330,000 compounds, 0.2% hits | AID 2806;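 active = inhibition of at least 40% at 10 µM in the primary screen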;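 note: plate controls were DMSO with enzyme for no effect and no enzyme wells for full effect; values of inactives mirror those of a sister screen read the other way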
hIAP block = human IAP inhibition. purified IAP, CDP-Star luminescence, 30 min. inhibition, % at 10 µM. 330,000 compounds, 0.12% hits. AID 2544;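 active = inhibition reaching a set limit with compound at 10 µM in the primary screen, cut at about 35% in these data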;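 note: plate controls were DMSO wells with enzyme for no effect and no-enzyme buffer wells for full effect; values of inactives mirror those of a sister screen read the other way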
APOBEC3G inh = blocks human APOBEC3G single-stranded DNA deamination; Q9HC16; recombinant A3G, ssDNA deamination FAM/TAMRA fluorescence; inhibition, % at 20 µM; 330,000 compounds, 0.28% hits;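 active = inhibition of at least 40% at 20 µM, with no more than 30% in the related APOBEC3A deaminase screen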;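 note: plate controls were DMSO wells with A3G for no effect and wells lacking A3G enzyme for full effect; some compounds called inactive have numbers as strong as hits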
Target sequence (Q9HC16 whole entry, looked up): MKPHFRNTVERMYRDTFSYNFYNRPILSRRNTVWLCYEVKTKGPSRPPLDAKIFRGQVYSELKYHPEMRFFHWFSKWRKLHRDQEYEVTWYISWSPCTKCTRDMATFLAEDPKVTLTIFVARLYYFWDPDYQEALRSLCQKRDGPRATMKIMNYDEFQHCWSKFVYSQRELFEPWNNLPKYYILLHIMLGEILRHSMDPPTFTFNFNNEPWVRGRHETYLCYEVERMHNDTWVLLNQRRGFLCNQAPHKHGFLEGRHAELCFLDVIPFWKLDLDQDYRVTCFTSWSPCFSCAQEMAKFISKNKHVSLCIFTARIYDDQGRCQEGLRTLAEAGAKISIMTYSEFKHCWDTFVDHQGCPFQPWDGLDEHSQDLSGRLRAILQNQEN
TIM10 inh = growth inhibitors of TIM10 yeast strain; S. cerevisiae TIM10 strain growth, BacTiter-Glo luminescence, 24 h; inhibition, % at 10 µM; 330,000 compounds, 1.4% hits;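 active = inhibition of 40% or more at the single tested concentration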;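 note: wild-type TIM10 isogenic control strain grown at permissive 25 °C; 0% = DMSO yeast wells and 100% = minimal medium wells without yeast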
mIAP activ = mouse IAP activation. muIAP, CDP-Star luminescence, 30 min; active compounds read high; 1 = vehicle-only enzyme signal, 0 = enzyme-free wells. activation factor at 10 µM. 330,000 compounds, 0.24% hits;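 active = activation factor of at least 2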; note: the source names both 10 and 20 µM as test concentration; values of inactives mirror those of a sister screen read the other way
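System: Mouse IAP enzyme | Also added: CDP-Star substrate | Dosing: Compounds dispensed in DMSO | Schedule: 30 min enzyme-substrate-compound incubation at room temperature | Technique: Chemiluminescence readout | Control set: DMSO-only wells and no-enzyme negative control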
tim10-1 inh = growth inhibitors of tim10-1 mutant yeast | S. cerevisiae tim10-1 ts strain growth, BacTiter-Glo, 24 h | inhibition, % at 20 µM | 330,000 compounds, 2.2% hits;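 active = inhibition of at least 40%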;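 note: mutant grown at 25 °C; 0% = DMSO wells with yeast and 100% = wells holding no yeast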
beta cell repl = MIN6 beta-cell proliferation induction | MIN6 cells proliferation, ATPlite luminescence, 48 h; cells starved in 0.2% serum; 100% = growth in 10% serum | proliferation, % at 10 µM | 330,000 compounds, 0.29% hits;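 active = compounds whose signal lies at least 3.5 SD above the mean of all wells on their plate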;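 note: 0% = DMSO-treated cells in low-serum medium and 100% = 10% serum control; some compounds called inactive have numbers as strong as hits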
APOBEC3A inh = inhibitors of human APOBEC3A DNA deaminase. recombinant A3A, FAM/TAMRA ssDNA deamination fluorescence. 330,000 compounds, 0.41% hits. P31941. inhibition, % at 20 µM. AID 493011;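 active = at least 40% inhibition at 20 µM here, with at most 30% in a related deaminase screen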;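 note: plate controls were A3A with DMSO for no effect and wells lacking A3A enzyme for full effect; some results filed as inactive read as strong as hits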
Target sequence (P31941 whole entry, looked up): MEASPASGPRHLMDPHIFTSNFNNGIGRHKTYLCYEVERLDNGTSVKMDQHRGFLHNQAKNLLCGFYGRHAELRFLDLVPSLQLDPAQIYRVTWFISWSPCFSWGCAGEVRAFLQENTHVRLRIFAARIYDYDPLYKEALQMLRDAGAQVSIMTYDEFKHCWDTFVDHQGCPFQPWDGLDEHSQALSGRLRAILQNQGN
NLRP3 yeast inh = NALP3 inhibition in yeast. Yeast reconstituted NLRP3/ASC/caspase-1, beta-gal luminescence, 24 h. inhibition, % at 10 µM. 330,000 compounds, 0.39% hits. AID 2825;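 active = inhibition of 50% or more; inactive = inhibition below 50%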;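 note: plate controls were induced DMSO wells for no effect and uninduced yeast grown without galactose for full effect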
Active calls of the source: *; nt = no result given. Compounds were not picked by outcome; any-hit rate near 4.6%.

The first six entries as a preview:
entry	Structure	mIAP block	hIAP block	APOBEC3G inh	TIM10 inh	mIAP activ
1	CC(C)(C)c1ccc(C(=O)NCCC(=O)N2CCCC2)cc1	-1	-7	-5	11	1
2	Cc1cccc(OCC(O)CN2CC3(C)CC2CC(C)(C)C3)c1 (stereo not given)	8	-4	-5	-19	0.92
3	COc1cc2cc(CN(C(=O)NC3CCCCC3)C3CCCC3)c(=O)[nH]c2cc1OC	4	10	-8	5	0.96
4	C=C(C)Cn1c(N2CCCC2)nc2c1c(=O)n(C)c(=O)n2C	-4	10	4	8	1
5	O=C(O)c1cccc(NC(=O)c2cc(NC(=O)c3ccccc3)cc(NC(=O)c3ccccc3)c2)c1	7	-12	-9	1	0.93
6	Cc1cc(C)cc(C(=O)NC(=S)Nc2cccnc2)c1	-2	-10	0	6	1

entry	tim10-1 inh	beta cell repl	APOBEC3A inh	NLRP3 yeast inh
1	-4	-1	-1	19
2	3	-3	-2	13
3	1	4	-4	-5
4	4	-3	-8	5
5	15	-4	3	15
6	4	-5	-1	25

Main list, repeating the preview:
entry	Structure	mIAP block	hIAP block	APOBEC3G inh	TIM10 inh	mIAP activ
1	CC(C)(C)c1ccc(C(=O)NCCC(=O)N2CCCC2)cc1	-1	-7	-5	11	1
2	Cc1cccc(OCC(O)CN2CC3(C)CC2CC(C)(C)C3)c1 (stereo not given)	8	-4	-5	-19	0.92
3	COc1cc2cc(CN(C(=O)NC3CCCCC3)C3CCCC3)c(=O)[nH]c2cc1OC	4	10	-8	5	0.96
4	C=C(C)Cn1c(N2CCCC2)nc2c1c(=O)n(C)c(=O)n2C	-4	10	4	8	1
5	O=C(O)c1cccc(NC(=O)c2cc(NC(=O)c3ccccc3)cc(NC(=O)c3ccccc3)c2)c1	7	-12	-9	1	0.93
6	Cc1cc(C)cc(C(=O)NC(=S)Nc2cccnc2)c1	-2	-10	0	6	1
7	COc1ccc(C(=O)OCC(=O)c2ccc(S(=O)(=O)N3CCCCC3)cc2)c(OC)c1	5	0	5	21	0.95
8	COc1cc(/C=N/N2C(=O)c3ccccc3NC2(C)c2cccc([N+](=O)[O-])c2)cc(Br)c1O (stereo not given)	-3	1	-2	31	1
9	Cc1c(NC(=O)CSc2ccc(Cl)cc2)c(=O)n(-c2ccccc2)n1C	-5	2	-8	1	1
10	O=C(CCC1COc2ccccc2O1)NCC1COc2ccccc2O1 (stereo not given)	-4	-19	-8	0	1
11	O=C(NC1=NN(c2ccccc2)CC1)Nc1ccccc1F	-3	10	6	34	1
12	O=C(NC1(C(F)(F)F)NC(=O)N(CCc2ccccc2)C1=O)C1CC1 (stereo not given)	-13	-4	5	-2	1.1
13	CC(C(=O)NCC1CCCCC1)N(C)Cc1cccc(Cl)c1 (stereo not given)	3	-1	-2	9	0.97
14	c1cncc(CNc2nc(-c3cccnc3)nc3ccccc23)c1	5	16	-4	-14	0.95
15	CSc1ccc(S(=O)(=O)NCCSC(C)(C)C)cc1	13	2	-6	20	0.87

entry	tim10-1 inh	beta cell repl	APOBEC3A inh	NLRP3 yeast inh
1	-4	-1	-1	19
2	3	-3	-2	13
3	1	4	-4	-5
4	4	-3	-8	5
5	15	-4	3	15
6	4	-5	-1	25
7	26	-1	-1	17
8	44*	5	-1	13
9	-9	0	-1	19
10	12	-1	-6	28
11	27	-2	5	27
12	4	-1	3	8
13	-8	-2	-1	9
14	13	0	-5	15
15	31	-2	-5	5

Further structures:
entry	Structure	mIAP block	hIAP block	APOBEC3G inh	TIM10 inh	mIAP activ
16	C=CCOn1c(=O)c(-c2cc3ccccc3o2)[n+]([O-])c2ccccc21	4	-11	-6	18	0.96
17	C[C@@H](NC(=O)[C@@H]1Cc2ccccc2CN1)C(=O)NCc1ccco1	-3	-32	-4	-12	1
18	CN(C)/C(=N\S(=O)(=O)c1ccc(Cl)cc1)c1ccc(F)cc1	-3	25	-9	-2	1
19	Cc1cccc(Nc2cc(=O)[nH]c(=O)[nH]2)c1C	4	8	4	2	0.96
20	CC(=O)Cc1nnn(-c2cc(C)on2)n1	4	-18	-8	20	0.95
21	Nc1c(NCCC2=CCCCC2)c(=O)[nH]c(=O)n1Cc1ccccc1	7	3	-4	4	0.93
22	CC(C)(C)c1nc2scc(-c3cccs3)c2c(=O)o1	0	34	-7	-2	1
23	COc1ccccc1OCC(=O)N1CCN(C(=O)c2ccco2)CC1	5	12	3	3	0.95
24	Cc1ccccc1C(=O)NNC1=NCCC1	8	12	-4	-16	0.92
25	Cc1ccc(C(=O)N/C(=C\c2ccccc2F)c2nc(=S)[nH][nH]2)cc1	13	0	-5	21	0.87
26	Nc1ccc(N=Nc2ccccc2)c2cccnc12	23	28	-6	21	0.77
27	CC1(C)CC(=O)C2=C(C1)Nc1ccccc1NC2c1ccccc1F (stereo not given)	4	7	-7	-4	0.96
28	S=C(NCc1ccc2c(c1)OCO2)NC1CC1	6	-10	-20	4	0.94
29	O=C(COCc1ccccc1)N[C@@H]1c2ccccc2CC[C@H]1OCc1ccccc1	8	nt	8	17	0.92
30	O=C(CN1C(=O)C2C3C=CC(C3)C2C1=O)NCCc1ccccc1 (stereo not given)	-3	-5	-4	10	1

entry	tim10-1 inh	beta cell repl	APOBEC3A inh	NLRP3 yeast inh
16	19	-1	-6	20
17	16	0	-3	8
18	17	-2	-5	7
19	6	-2	0	1
20	-3	-2	2	14
21	12	-3	-4	19
22	1	1	-1	8
23	23	-3	-6	2
24	3	-2	0	15
25	22	-2	-1	18
26	36	-2	-2	44
27	10	0	-5	8
28	-5	1	-9	11
29	25	nt	6	nt
30	-10	-1	-2	15

Carrying on.
entry	Structure	mIAP block	hIAP block	APOBEC3G inh	TIM10 inh	mIAP activ
31	Cc1ccc(S(=O)(=O)Nc2ccccc2C(=O)Nc2ccc(S(=O)(=O)Nc3nccc(C)n3)cc2)cc1	5	13	-6	-2	0.95
32	COc1ccc(N2CCN(C(=O)CNC(=O)Cc3ccc(Cl)cc3)CC2)cc1	-1	-18	-5	8	1
33	Cc1ccc(S(=O)(=O)N2CCC(C(=O)Nc3ccccc3N3CCCCC3)CC2)cc1	-28	-3	-4	20	1.3
34	CCC(C)(C)NC(=O)CC(c1ccc(OC)cc1)n1cccc1 (stereo not given)	2	13	1	-5	0.98
35	COc1ccc(NC(=O)CCNC(=O)Cn2cnc3sc4c(c3c2=O)CCCC4)c(OC)c1	-3	-3	-3	0	1
36	CCCC/C=C/C(NC(=O)CCc1ccccc1)c1ccccc1 (stereo not given)	-48	5	-6	-7	1.5
37	CCOC(=O)N1CCN(C(=O)CSc2nnc(-c3ccc(C(C)(C)C)cc3)o2)CC1	3	13	5	17	0.97
38	Cc1c(Cl)cccc1N1C(=O)CC(NNC(=O)c2cccnc2)C1=O (stereo not given)	13	15	2	11	0.87
39	COC(=O)c1ccc(CSc2nc3sc(C(=O)O)c(C)c3c(=O)[nH]2)cc1	-2	-6	-3	9	1
40	O=C(NC(=S)Nc1ccc2[nH]ncc2c1)c1ccccc1	-4	-15	-2	21	1
41	Cc1ccc(C(NC(=O)N2CCOCC2)C(Cl)Cl)cc1F (stereo not given)	6	-2	-5	-8	0.94
42	CCCc1nc2nc(C)c(NS(=O)(=O)c3ccc(C(C)(C)C)cc3)c(=O)n2[nH]1	-9	0	-1	-12	1.1
43	COc1ccc(Cl)cc1NC(=O)NCCN1CCCCC1	1	-18	-2	-7	0.99
44	CCCCOC(=O)n1c(=O)oc2ccc(S(=O)(=O)N3CCCCC3)cc21	-2	7	-1	7	1
45	COc1ccc(/C=C/C(=O)OCC(=O)c2c[nH]c3ccccc23)cc1	-10	-2	-5	4	1.1

entry	tim10-1 inh	beta cell repl	APOBEC3A inh	NLRP3 yeast inh
31	15	0	-3	6
32	3	-2	-2	14
33	24	-4	2	22
34	5	0	1	19
35	4	0	-1	18
36	1	-4	-1	3
37	22	-5	0	28
38	17	0	-2	11
39	-4	-1	-2	5
40	23	-2	-5	21
41	14	-1	-3	7
42	6	0	-2	16
43	3	-3	7	15
44	29	3	3	1
45	-3	-4	4	7

(listing goes on)
entry	Structure	mIAP block	hIAP block	APOBEC3G inh	TIM10 inh	mIAP activ
46	COc1ccc(-c2noc(CCC(=O)N3CCN(c4cc(C)ccc4C)CC3)n2)cc1	2	26	-2	28	0.98
47	O=C(NC(=S)Nc1cccc(NC(=O)c2ccccc2)c1)c1cccc([N+](=O)[O-])c1	12	11	-6	17	0.88
48	O=C(NCc1ccccc1Cl)C(=O)NCC1CCCN1S(=O)(=O)c1cccs1 (stereo not given)	1	-15	-12	7	0.99
49	COc1ccc(N2CCN(c3ncnc4c3cnn4-c3ccc(C)cc3C)CC2)cc1	2	-11	-7	9	0.98
50	Cc1oc(=O)c(NC(=O)c2ccccc2)cc1C(C)O (stereo not given)	-3	-15	-4	-10	1
51	Cc1ccc(C(=O)N/C(=C\c2cccs2)C(=O)N2CCN(C)CC2)cc1C	2	-10	-3	-3	0.98
52	CCOC(=O)c1ccc2c(c1)nc(SCC(=O)N1CCOCC1)n2CC	2	-1	-5	11	0.98
53	N#Cc1cc(-c2ccccc2)c[nH]c1=O	8	10	1	9	0.92
54	COc1ccc(OCC(=O)NC(=O)c2ccccc2)c([N+](=O)[O-])c1	7	-3	4	5	0.93
55	CCC(=O)Nc1c(C(=O)N2CCCCCC2)cnn1-c1ccc(C)c(C)c1	15	-20	-1	-3	0.85
56	CCOc1cc(/C=N/NC(=O)Nc2ccccc2)ccc1O	9	11	-2	13	0.91
57	CN(C)c1ccc(-c2sc(Nc3ccccc3)n[n+]2-c2ccc(F)cc2)cc1	-10	-7	-5	-7	1.1
58	O=C1C2CC=CCC2C(=O)N1c1ccc(NCCc2ccc(O)cc2)c([N+](=O)[O-])c1 (stereo not given)	16	-25	-5	30	0.84
59	COc1cccc(-c2ccc(NC(=O)C3CCCN(CCCn4cccn4)C3)cc2)c1 (stereo not given)	-4	-10	-6	7	1
60	CCOc1ccccc1NC(=O)c1ccc(-n2cncn2)nc1	-24	-3	-11	-11	1.2
61	Nc1cc(S(=O)(=O)Nc2ccccc2Cl)ccc1N1CCCCC1	12	0	49*	31	0.88
62	COc1ccc(/C=N/NC(=O)c2cccc(C(=O)N/N=C/c3ccc(OC)cc3)n2)cc1	9	-83	-9	-6	0.91
63	CCCn1cc(SCC(=O)Nc2cc(C)on2)c2ccccc21	0	-4	-3	-5	1

entry	tim10-1 inh	beta cell repl	APOBEC3A inh	NLRP3 yeast inh
46	32	-4	-3	20
47	33	-3	-2	15
48	18	0	-1	11
49	16	0	-3	5
50	9	2	-2	6
51	-21	0	-1	5
52	11	1	6	1
53	15	-1	2	6
54	15	-1	2	11
55	13	0	5	-10
56	26	2	1	1
57	3	-9	-12	-7
58	13	-4	-4	27
59	7	-7	-1	6
60	1	-1	-5	18
61	36	-6	3	4
62	-36	-3	0	18
63	13	0	-6	29
